# Screening data (PubChem BioAssay)
# LMNA splice mod: qHTS Assay for Modulators of Lamin A Splicing; HeLa LMNA splicing GFP/RFP minigene ratio, 48 h; 200,000 tested, 0.01% active; Potency, µM (top dose mostly 46.1 µM), inactives show at the top dose ratio change, negative = inhibition, hits mostly inhibitors; active = well fitted inhibition curve with a large enough effect in the signal ratio, with a control signal flat, not every such curve was filed as active; inconclusive = small, poorly fitted or top-dose-only effect, or effect the other way, or a change in a side signal; the % refers to the signal ratio; also: % is scaled to controls: 0 for no effect and ±100 for the full control effect
#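 S3 HeLa cells stably expressing lamin A-EGFP splicing minigene plus DsRed2, 600 cells/well, 48 h compound exposure at 37C. Laser-scanning cytometry; analysed as GFP (500-530 nm)/RFP (575-640 nm) total intensity ratio; 0.5% DMSO vehicle.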
# JMJD2E inh: qHTS Assay for Inhibitors of Human Jumonji Domain Containing 2E (JMJD2E) | Lysine-specific demethylase 4E (Homo sapiens), B2RXH2 | JMJD2E catalytic domain, FDH-coupled NADH fluorescence (FDH is formaldehyde dehydrogenase) | Potency, µM (top dose mostly 57.1 µM), for the others: at the highest dose activity change, negative = inhibition, usual class: inhibitors | 230,000 tested, 1.6% active | AID 2147, 2009; active = well fitted inhibition curve with a large enough effect, not every such curve was filed as active; inconclusive = small, poorly fitted or top-dose-only effect, or another doubt; inactive = no such curve, though single readings can be large or run the other way;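 also: 0% = wells with enzyme and -100% = buffer wells without enzyme; nearly all actives have a fitted effect of over 50% in size; many of its hits are not listed in these tables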
# Target sequence (B2RXH2 1-337 limits assumed): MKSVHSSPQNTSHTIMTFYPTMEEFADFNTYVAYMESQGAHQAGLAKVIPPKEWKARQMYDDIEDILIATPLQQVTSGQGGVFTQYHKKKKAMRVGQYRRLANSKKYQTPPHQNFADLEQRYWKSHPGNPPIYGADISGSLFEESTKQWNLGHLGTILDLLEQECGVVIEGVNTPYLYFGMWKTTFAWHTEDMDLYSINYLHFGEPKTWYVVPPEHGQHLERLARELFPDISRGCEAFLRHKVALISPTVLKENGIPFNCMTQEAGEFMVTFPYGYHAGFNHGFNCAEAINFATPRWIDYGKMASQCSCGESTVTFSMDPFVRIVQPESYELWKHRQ
# RECQ1 inh: qHTS Assay for Inhibitors of RecQ-Like Dna Helicase 1 (RECQ1). RECQ1 DNA unwinding, red fluorescence kinetic read. ATP-dependent DNA helicase Q1 (Homo sapiens), P46063. 240,000 tested, 0.54% active. AID 2549, 2010. Potency, µM (highest dose often 57.3 µM), without a hit: at the top dose activity, negative = inhibition, actives largely listed as inhibitors;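 also: plate controls were vehicle for no effect and no enzyme for full effect; nearly all actives have a fitted effect of over 30% in size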
# Target sequence (P46063 whole entry, looked up): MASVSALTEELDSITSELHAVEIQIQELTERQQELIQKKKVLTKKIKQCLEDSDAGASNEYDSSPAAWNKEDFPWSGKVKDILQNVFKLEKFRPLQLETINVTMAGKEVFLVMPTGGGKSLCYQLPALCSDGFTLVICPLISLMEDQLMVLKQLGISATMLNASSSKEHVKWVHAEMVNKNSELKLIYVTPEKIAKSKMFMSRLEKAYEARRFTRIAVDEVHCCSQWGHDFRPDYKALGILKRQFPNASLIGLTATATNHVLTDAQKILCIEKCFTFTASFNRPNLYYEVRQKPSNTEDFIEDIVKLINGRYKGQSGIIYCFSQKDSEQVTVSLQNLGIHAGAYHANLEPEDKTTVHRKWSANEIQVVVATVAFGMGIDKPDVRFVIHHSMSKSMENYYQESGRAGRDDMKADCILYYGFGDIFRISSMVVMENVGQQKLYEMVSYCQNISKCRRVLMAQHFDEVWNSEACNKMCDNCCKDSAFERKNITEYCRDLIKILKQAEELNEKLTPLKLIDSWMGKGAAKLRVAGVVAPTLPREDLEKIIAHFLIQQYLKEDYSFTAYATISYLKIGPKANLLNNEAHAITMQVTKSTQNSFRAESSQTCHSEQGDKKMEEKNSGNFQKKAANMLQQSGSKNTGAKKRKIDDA
#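 50 nM RECQ1T1 preincubated 15 min with compound in Tris pH 8.0 buffer with MgCl2, DTT, Tween-20 and 2.5 ug/ml poly(dI-dC); started with 200 nM TAMRA/BHQ-2 forked duplex and 2 mM ATP. Unwinding read as fluorescence (525/598 nm), two reads 2 h apart.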
# Tau fibril ThT: qHTS for Inhibitors of Tau Fibril Formation, Thioflavin T Binding; Microtubule-associated protein tau (Homo sapiens), P10636; recombinant tau K18 P301L, heparin-induced fibrillization, ThT fluorescence; Potency, µM (doses to about 57.4 µM), for inactives: top-dose activity, negative = inhibition, usual class: inhibitors; 270,000 tested, 2.1% active; also: % is scaled to controls: 0 for no effect and ±100 for the full control effect; nearly all actives have a fitted effect of over 55% in size
# Target sequence (P10636 561-689 P618L limits assumed): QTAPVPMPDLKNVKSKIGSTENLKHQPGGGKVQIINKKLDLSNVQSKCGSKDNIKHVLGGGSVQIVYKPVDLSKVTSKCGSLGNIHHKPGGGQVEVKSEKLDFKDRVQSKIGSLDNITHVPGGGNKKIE
#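 Fibril formation assay: tau K18 P301L at 15 uM with trace Alexa 594 label, heparin inducer 20 uM, pH 7 sodium acetate buffer, 37 C for 6 hr; endpoint ThT signal.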
# ALDH1A1 inh: qHTS Assay for Inhibitors of Aldehyde Dehydrogenase 1 (ALDH1A1). Purified ALDH1A1, NADH fluorescence, propionaldehyde substrate. 220,000 tested, 7.3% active. AID 1030, 2008. Potency, µM (top dose mostly 75.3 µM), for the others: at the top dose activity, negative = inhibition, usual class: inhibitors. Aldehyde dehydrogenase 1A1 (Homo sapiens), P00352; active = well fitted inhibition curve with a large enough effect, not every such curve was filed as active; inconclusive = small, poorly fitted or top-dose-only effect, or another doubt; inactive = no such curve, though single readings can be large or run the other way;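 also: plate controls were no enzyme wells and a reference inhibitor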
# Luc counter: Counterscreen for Luciferase (Kinase-Glo TM) Inhibition; Luciferin 4-monooxygenase (Photuris pensylvanica), Q27757; Kinase-Glo luciferase, ATP luminescence, 8 min; Potency, µM (highest dose often 38.3 µM), for the others: top-dose activity change, negative = inhibition, actives largely listed as inhibitors; 200,000 tested, 0.28% active; AID 1379, 2008; also: % is scaled to controls: 0 for no effect and ±100 for the full control effect; nearly all actives have a fitted effect of over 60% in size
#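 Substrate mix (final 50 mM imidazole pH 7.2, 50 mM KCl, 7 mM MgCl2, 10 uM ATP, 0.01% Tween 20, 0.05% BSA) plus pin-tool compound, then Kinase-Glo detection mix; 8 min ambient, luminescence read.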
# L3MBTL1 inh: qHTS Assay for the Inhibitors of L3MBTL1. Potency, µM (top dose mostly 57.1 µM), without a hit: at the highest dose activity, negative = inhibition, hits mostly inhibitors. 230,000 tested, 0.66% active. AID 485360, 2010. AlphaScreen L3MBTL1–H3K9me1 peptide binding; also: % is scaled to controls: 0 for no effect and ±100 for the full control effect; nearly all actives have a fitted effect of over 60% in size
#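 Displacement of a biotinylated histone H3(1-15) peptide monomethylated at Lys9 (75 nM) from L3MBTL1 (50 nM) was measured by AlphaScreen after a 30 min room-temperature compound incubation; cefsulodin titration served as intraplate control.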
# SMN2 splice enh: qHTS Assay for Enhancers of SMN2 Splice Variant Expression | HEK293 SMN2-luciferase splicing reporter, luminescence, 30-36 h | Potency, µM (series often up to 46.1 µM), for the others: at the highest dose activity change, positive = activation, actives largely listed as activators | 210,000 tested, 2.8% active; also: % of control where 0% means no effect; nearly all actives have a fitted effect of over 55% in size
#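 qHTS luciferase splicing reporter: luminescence rises when SMN2 exon 7 is included in transfected HEK293 cells. Compound exposure lasted 30-36 h at 37C, with 4.5 mM final sodium butyrate as control, followed by a ONE-Glo read.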
# Starred values were filed as active, the others as inactive; i = inactive; ? = inconclusive; nt = no result given; [ ] = dose if it differs, or a comment. Unless noted, calls follow the shape of the dose curve; as a rule, active = well fitted curve in the direction sought with a large enough effect; inconclusive = small, poorly fitted or top-dose-only effect, or another doubt; inactive = no such curve, though single readings can be large; an effect the other way counts as inactive or inconclusive. Potency is read from the fitted curve at half-maximal effect.
SMILES,LMNA splice mod,JMJD2E inh,RECQ1 inh,Tau fibril ThT,ALDH1A1 inh,Luc counter,L3MBTL1 inh,SMN2 splice enh
Cc1nnc(NC(=O)c2csc3c2CCC(C)C3)s1 (stereo unspecified),nt,11%,2%,16%,?,2%,2%,nt
O=C(Nc1ccccc1Cl)N(Cc1nc2ccccc2c(=O)[nH]1)Cc1cccs1,-8%,38%[activator],-3%,-1%,-1%,-1%,5%,-14%
CC1SC(c2ccccc2Cl)NC1=O (stereo unspecified),-1%,-2%,1%,-3%,5%,4%,nt,?
COCCOC(=O)C1=C(C)Nc2ncnn2C1c1ccc(F)cc1 (stereo unspecified),1%,-5%,-9%,8%,6%,-3%,-5%[11.4 µM],-14%
Clc1ccccc1CSc1nncn1NC/C=C/c1ccccc1,-7%,1%,i,-10%,11%,1%,0%,4%
Cc1ccc(NC(=S)N=Nc2c(O)n(C)c3ccc(S(=O)(=O)N4CCOCC4)cc23)cc1C,?,2%,-7%,?,-11%,-1%,-12%,-47%[inhibitor]
CCOC(=O)C1=C(CSCc2ccccc2)NC(=O)NC1c1cc(C)ccc1C (stereo unspecified),?,-2%,-4%,-17%,-14%,0%,nt,-7%
NC(=O)CSc1nnc(-c2ccc(S(=O)(=O)N3CCOCC3)cc2)n1CC1CCCO1 (stereo unspecified),20%,?,-7%,-1%,?,-5%,1%,7%
CCN=C1SC(CC(=O)Nc2sc3c(c2C#N)CCCC3)C(=O)N1CC (stereo unspecified),12%,0%,i,-7%,-6%,1%,1%,-13%
CCCOP(=O)(c1ccc(N(C)C)cc1)C(O)c1cccnc1 (stereo unspecified),-4%,-3%,-6%,2%,-2%,-5%,1%,1%
Cc1onc(-c2c(F)cccc2Cl)c1C(=O)N1CCN(c2ncc(Br)cn2)CC1,nt,-4%,-8%,-17%,nt,nt,33%[activator],nt
COc1ccc(NC(=O)Nc2ccc(N(C)C)cc2)cc1,6%,-9%,i,13µM*,-4%,3%,-20%,13µM*
O=C1CN(C(=O)c2ccc(Br)o2)C(c2ccccc2)c2cc(F)ccc2N1 (stereo unspecified),-7%,-4%,-12%,-7%,?,2%,nt,7%
COc1ccc(Cl)cc1C(=O)NNC(=O)c1nc2nc(C)cc(C)n2n1,nt,-1%,-12%,8%,nt,nt,5%,nt
O=C(O)C1CCC(=O)N1C1CCCC1 (stereo unspecified),-6%,6%,i,-6%,13%,3%,12%,1%
O=C(CC1C(=O)NCCN1CC1CCCCC1)NCc1ccc(Cl)cc1 (stereo unspecified),?,5%,i,-11%,20µM*,3%,-1%,nt
CC(C)CC(=O)N1CCN(S(=O)(=O)c2ccccc2)CC1,-3%,-1%,i,4%,?,0%,nt,-2%
Cc1ccc(NC(=O)Cc2nnc(SCC(=O)Nc3ccccc3)n2C)cc1,1%,10%,1%,9%,10%,1%,6%,5%
COc1ccc(-c2ncncc2-c2ccc(Cl)cc2)c(O)c1,nt,2%,i,-11%,-9%,nt,-5%,nt
Cc1occc1C(=O)NNC(=S)NCc1ccc(Cl)cc1,nt,-4%,i,?,1%,nt,nt,nt
N#C/C(=C/c1ccc(OCc2ccc(C(=O)O)cc2)c(Br)c1)c1cccc(F)c1,nt,-11%,5%,?,-8%,nt,nt,nt
Cc1nnc(NC(=O)CCC(=O)N2CCC(C)CC2)s1,-5%,2%,-5%,-1%,6%,1%,10%,-5%
CSc1nc(N)c(C#N)c(-c2ccccc2Cl)c1C#N,-2%,?,-6%,-7%,14µM*,-2%,nt,nt
Cn1c(CCc2ccccc2)nnc1SCC(=O)N1CCCC1,1%,5%,11%,-8%,-12%,1%,0%,4%
COC(=O)c1ccccc1S(=O)(=O)N1Cc2cc([N+](=O)[O-])ccc2Oc2ccccc21,1%,-2%,-24%,-11%,-9%,-1%,nt,-20%
CCC(=O)Nc1cccc(C(=O)/C=C/c2cccs2)c1,?,-7%,?,?,?,-3%,-3%,-64%[inhibitor]
Cc1ccc(N(CCC(=O)Nc2nnc(C3CC3)s2)S(=O)(=O)c2ccccc2)cc1,-10%,0%,0%,-15%,-9%,-3%,-7%,-23%[1.84 µM]
CCOC(=O)Cc1c(C)nc2c(-c3ccc(Cl)cc3)c[nH]n2c1=O,?,?,-8%,?,?,1%,nt,nt
COc1ccc(N(C(=O)Cn2nnc(-c3ccc(Cl)cc3)n2)C(C(=O)NCC2CCCO2)c2ccncc2)cc1 (stereo unspecified),-12%[46 µM],-1%,10%,-4%,-7%,-2%,8%,nt
CCN1CCCC1CNC(=O)Cn1cnc2sc(C)c(S(=O)(=O)N3CCC(C)CC3)c2c1=O (stereo unspecified),9%,-12%,-1%,-4%,6%,1%,?,4%
Cn1c(=O)cc(SCC(=O)NCC2COc3ccccc3O2)c2ccccc21 (stereo unspecified),4%,-1%,i,-20%,?,nt,11%,nt
c1ccc(CCN(Cc2ccccc2)C2CCN(C3CCCC3)CC2)cc1,nt,4%,1%,2%,40µM*,nt,nt,nt
N#Cc1ccc(CN2CCC3(CC2)CCN(C(=O)c2csnn2)CC3)cc1,nt,nt,-12%,nt,7%,-1%,nt,-18%
COc1cc(C=O)ccc1OCc1cccc(Br)c1,-15%,-3%,-11%,-6%,?,3%,28%,14µM*
CCOC(=O)CN(C(=O)COc1nc(C)cc(C)c1C#N)c1ccc(Cl)cc1,nt,-2%,i,-12%,nt,nt,3%,nt
CC(=O)NCC(=O)OC(C)C(=O)Nc1ccc(C(C)=O)cc1 (stereo unspecified),-23%,-4%,2%,4%,0%,1%,-2%,0%
O=C1OCc2cc(NS(=O)(=O)c3cccs3)ccc21,-8%,3%,i,-8%,-3%,1%,nt,19%
CCN1C(=O)CSc2ccc(C(=O)NCc3ccc(OC)cc3)cc21,3%,-3%,-4%,-10%,1%,-2%,nt,-18%
COc1cc(CNCCc2ccccc2F)ccc1OCc1ccc(Cl)nc1,18%,14%,-19%,-18%,2%,16%,nt,-5%
Cc1cc(NC(=O)CSc2nnc(C3CC3)n2N)c([N+](=O)[O-])cc1C,4%[9.22 µM],-13%,-7%,-6%,-1%,-5%,-27%,-2%

# Whole records from above. Screens in order: LMNA splice mod, JMJD2E inh, RECQ1 inh, Tau fibril ThT, ALDH1A1 inh, Luc counter, L3MBTL1 inh, SMN2 splice enh
# `Cc1cc(NC(=O)CSc2nnc(C3CC3)n2N)c([N+](=O)[O-])cc1C` is listed with 4%[9.22 µM], -13%, -7%, -6%, -1%, -5%, -27%, -2%
# `CCN1C(=O)CSc2ccc(C(=O)NCc3ccc(OC)cc3)cc21` is listed with 3%, -3%, -4%, -10%, 1%, -2%, nt, -18%

# Continued.
SMILES,LMNA splice mod,JMJD2E inh,RECQ1 inh,Tau fibril ThT,ALDH1A1 inh,Luc counter,L3MBTL1 inh,SMN2 splice enh
CCOC(=O)N1CCC(N2Cc3cccc(C(=O)N4CCN(c5cccc(Cl)c5)CC4)c3C2=O)CC1,nt,1%,-8%,-16%,7%,0%,nt,-18%
CC(C)(C)c1ccc(C(=O)NC(=S)Nc2nc3c(s2)CCCC3)cc1,?,-8%,-11%,?,-9%,1%,0%,-52%[inhibitor]
CN(C)c1ncc2nc(CCc3ccccc3)c(=O)n(Cc3ccc(F)cc3)c2n1,nt,nt,i,nt,?,-7%,nt,2%
COc1cc(C(=O)Nc2ccc(S(=O)(=O)Nc3nccc(C)n3)cc2)c([N+](=O)[O-])cc1OC,nt,-4%,-7%,-11%,nt,nt,4%,nt
O=C(Cn1cnc2c(oc3ccccc32)c1=O)c1ccccc1,6%,6%,i,-16%,-2%,-4%,4%,?
Cc1cc(C(=O)NCc2ccc(C(=O)O)o2)c(C)o1,-2%,-7%,i,-11%,-1%,-7%,nt,-1%
CCOC(=O)c1cc2sccc2n1CC(=O)O,7%,2%,-7%,-6%,4%,20%,nt,5%
COc1ccc(/C=N/NC(=O)c2ccc(-c3ccccc3)cc2)cc1O,-3%,2%,-3%,?,?,1%,-17%,-6%
COc1ccc(CN(CC(=O)NCc2ccco2)C(=O)CCC(=O)Nc2nccs2)cc1,-9%,8%,-1%,-1%,-3%,1%,-5%,-16%
CCn1c(SCC(=O)NNC(=S)Nc2ccccc2)nnc1-c1ccc(Cl)cc1,-4%,4%,i,-5%,-3%,3%,4%,4%
O=S(=O)(Nc1cccc(-c2cn3c(n2)SCC3)c1)c1cccs1,12%[46 µM],-7%,-2%,?,?,0%,nt,3%
O=S(=O)(c1ccccc1Br)N1CCC(O)(c2cccnc2)CC1,-4%[46 µM],-4%,i,-8%,-2%,-1%,5%,nt
COc1ccc(OC2C(=O)N(Cc3ccc4c(c3)OCO4)C2c2cccs2)cc1 (stereo unspecified),-6%,-2%,?,-23%,-6%,-1%,-6%,-46%[inhibitor]
Cc1noc(C)c1CSc1nc2ccccc2c(=O)n1-c1ccc(F)cc1F,-16%,-4%,-1%,-15%,8.9µM*,2%,nt,11µM*
CCc1onc(C)c1C(=O)Nc1cc(C)ccc1OC,10%,4%,-8%,5%,?,1%,nt,-8%
CC(C(=O)NCC1(c2ccccc2)CCOCC1)N1CCOCC1 (stereo unspecified),nt,-8%,14%,6%,-3%,1%,3%,-14%
CCOc1ccc(OCC)c2sc(C)nc12,18%,?,-17%,4%,-2%,-2%,2%[11.4 µM],-6%
O=C(Oc1cccc(OC(=O)N2CCCCC2)c1)N1CCCCC1,nt,12%,i,-10%,-1%,1%,5%,nt
COc1ccccc1-c1cc(C(F)(F)F)nc(S(=O)(=O)CCCC(=O)NC(C)C)n1,?,?,?,0%,-4%,-6%,1%,-96%[inhibitor]

# Only part of the results is shown (hit frequency here may not be typical).
